TDP2 absorb = blocks human TDP2 phosphodiesterase activity; O95551; recombinant TDP2, T5PNP hydrolysis, p-nitrophenol absorbance 415 nm; inhibition, % at 12.8 µM; 370,000 compounds, 0.34% hits; AID 720702;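 active = inhibition above the mean of all tested compounds plus 3 SD, set per campaign, cut at about 25% in these data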;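 also: 0% = DMSO with enzyme and 100% = buffer with substrate but no TDP2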
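Incubation: 2 h at 37 °C; Test system: recombinant human TDP2; Quantity: enzyme 120 nM; Read-out basis: percent inhibition; Medium: 50 mM Tris-HCl pH 7.5 with Mg2+, KCl, DTT, BSA; Repeats: single replicate; Compound: 12.8 µM single point, 1% DMSO; Signal: epi absorbance; Reagent: 5 mM T5PNP chromogenic substrate; Benchmarks: no-enzyme high, DMSO-plus-enzyme low.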
SIAE primary = inhibitors of human sialic acid acetylesterase SIAE. AID 1053197. Q9HAT2. SIAE FP-Rh probe binding, fluorescence polarization. inhibition, % at 9.66 µM. 370,000 compounds, 0.69% hits;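 active = inhibition above a cutoff: mean of compounds within the control limits plus 3 SD of those, cut at about 17% in these data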;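 also: 0% = plate median of compound wells and 100% = probe without SIAE protein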
Target sequence (Q9HAT2 whole entry, looked up): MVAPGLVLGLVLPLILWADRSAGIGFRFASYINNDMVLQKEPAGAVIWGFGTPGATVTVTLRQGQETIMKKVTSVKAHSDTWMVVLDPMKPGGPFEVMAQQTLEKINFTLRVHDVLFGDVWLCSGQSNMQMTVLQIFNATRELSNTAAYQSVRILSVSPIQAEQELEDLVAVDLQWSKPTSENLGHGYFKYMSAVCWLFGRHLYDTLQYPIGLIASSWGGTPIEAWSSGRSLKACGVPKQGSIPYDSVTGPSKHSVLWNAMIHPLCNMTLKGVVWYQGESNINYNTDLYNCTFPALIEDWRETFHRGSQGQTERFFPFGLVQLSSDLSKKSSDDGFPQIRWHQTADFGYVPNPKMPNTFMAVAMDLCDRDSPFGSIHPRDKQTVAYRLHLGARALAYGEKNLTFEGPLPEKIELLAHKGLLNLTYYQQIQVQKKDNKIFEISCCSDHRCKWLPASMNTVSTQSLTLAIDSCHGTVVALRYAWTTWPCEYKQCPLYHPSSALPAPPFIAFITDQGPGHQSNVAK
LEDGF integ inh = blocks HIV-1 LEDGF/p75-dependent DNA integration; 370,000 compounds, 0.64% hits; AID 743269; TR-FRET IN-LEDGF/p75 DNA integration, Eu/Cy5; inhibition, % at 3.7 µM;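 active = inhibition above the screen-wide mean plus 3 SD, cut at about 13% in these data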;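 also: signal is the Cy5 over europium emission ratio at 671 and 618 nm; 0% = plate median of compound wells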
MBD2 inh = inhibitors of human MBD2 binding to methylated oligonucleotide. Q9UBB5. TR-FRET. inhibition, % at 4.4 µM. 370,000 compounds, 0.31% hits. AID 686964; in the data active = inhibition above about 13%
proKLK7 act = activates the human kallikrein-7 zymogen. P49862. 370,000 compounds, 0.9% hits. activation, % at 7 µM. purified proKLK7, EDANS-DABCYL substrate fluorescence; 100% is mature enzyme control, 0% vehicle;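 active = activation above the mean of all tested compounds plus 3 SD, computed per campaign excluding outliers beyond control limits, cut at about 13% in these data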
TCR-CD3 inh = human TCR-CD3 binding inhibition. 360,000 compounds, 0.37% hits. AID 651800. inhibition, % at 9.4 µM. TAMRA-labeled TCR probe fluorescence, biochemical; in the data active = inhibition above about 19%;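 also: recombinant mutant TCR 2C K166C tagged with TAMRA read by polarization; 0% = receptor in buffer alone and 100% = receptor with positive control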
UHRF1 MBD2 ctr = UHRF1 methyl-DNA binding inhibition; 370,000 compounds, 0.75% hits; AID 687016; inhibition, % at 4.4 µM; UHRF1 binding to methylated oligo, TR-FRET; Q96T88; in the data active = inhibition above about 21%;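 also: UHRF1 SRA domain binding a hemimethylated CpG hairpin DNA probe; 0% = median of test compound wells and 100% = reference inhibitor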
Tn7 DDE FP = disrupts Tn7 cyclic peptide binding to fibrin D-Dimer-E complex | AID 720508 | inhibition, % at 8.3 µM | FP displacement of FITC-Tn7 peptide from fibrin DD(E); 0% = median of compound wells per plate | 370,000 compounds, 0.13% hits;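 active = inhibition above the mean of compounds falling within the control limits plus 3 SD of them, cut at about 14% in these data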;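 also: 0% = plate median of compound wells and 100% = 10 µM Aha-Tn7 peptide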
Target sequence (P02675 whole entry, looked up): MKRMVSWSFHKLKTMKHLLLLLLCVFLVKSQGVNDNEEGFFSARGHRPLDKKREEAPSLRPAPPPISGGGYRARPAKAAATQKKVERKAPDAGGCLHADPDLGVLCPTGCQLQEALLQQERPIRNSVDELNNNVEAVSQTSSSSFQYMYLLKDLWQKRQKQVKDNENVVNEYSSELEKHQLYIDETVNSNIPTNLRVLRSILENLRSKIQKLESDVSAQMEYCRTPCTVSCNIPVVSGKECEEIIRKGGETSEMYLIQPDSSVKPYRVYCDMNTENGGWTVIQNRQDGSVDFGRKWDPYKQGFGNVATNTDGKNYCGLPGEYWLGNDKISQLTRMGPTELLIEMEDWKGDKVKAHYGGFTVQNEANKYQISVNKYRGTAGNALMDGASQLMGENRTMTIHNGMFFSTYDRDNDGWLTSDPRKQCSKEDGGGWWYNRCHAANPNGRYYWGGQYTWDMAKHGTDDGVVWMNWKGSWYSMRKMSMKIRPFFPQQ
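Assay system: human fibrin DD(E) protein / Input: 2 µM fibrin DD(E) / Benchmarks: high control of 10 µM Aha-Tn7 peptide / Measured by: fluorescence polarization of the labelled Tn7 tracer / Medium: Tris buffer with calcium and detergent, pH 7.8 / Timing: 10 min compound pre-incubation, 3 h probe incubation at room temperature / Repeats: one replicate per compound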
Tn6 DDE FP = disrupts Tn6 cyclic peptide binding to fibrin D-Dimer-E complex | P02675 | Fibrin DD(E) TRITC-Tn6 fluorescence polarization displacement | inhibition, % at 8.3 µM | 370,000 compounds, 0.21% hits;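 active = inhibition above a per-campaign cutoff: mean of compounds within control limits plus 3 SD, cut at about 15% in these data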;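 also: 0% = median of all compound wells on the plate and 100% = blocking peptide control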
PRMT1 FP inh = inhibitors of human PRMT1. Q99873. 370,000 compounds, 1.3% hits. inhibition, % at 2.79 µM. recombinant PRMT1, activity-based probe fluorescence polarization;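 active = inhibition above about 21% made by adding two undisclosed values, limit read from the data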
Starred values were filed as active, the others as inactive; . = not tested or not shown.

SMILES	TDP2 absorb	SIAE primary	LEDGF integ inh	MBD2 inh	proKLK7 act	TCR-CD3 inh	UHRF1 MBD2 ctr	Tn7 DDE FP	Tn6 DDE FP	PRMT1 FP inh
COc1cc(/C=N/NC(=O)CNC(=O)/C=C/c2ccco2)cc(OC)c1OC	0	-3	2	-8	0.6	2	-4	-9	-2	2
C#CC[N+](C)(C)CC#Cc1ccc(Cl)cc1	-8	-2	-1	0	0.1	-7	3	-7	1	2
O=C(N/N=C/c1ccccc1C(F)(F)F)c1ccc2nc[nH]c2c1	2	-6	0	-1	-0.7	-1	-5	3	6	0
CCc1nc(Nc2ccc(O)cc2)c2oc3ccccc3c2n1	16	9	-3	1	1.1	4	-4	0	-8	1
Cc1nn(-c2ccccc2)c(Cl)c1C(=O)NCCN(C)C	11	1	-2	-1	0.2	3	5	-5	6	-4
COc1ccc(NC(=O)CSc2nc3ccccc3cc2Cc2ccccc2)cc1	2	0	-3	4	-0.2	3	0	1	-6	3
N#Cc1cc2c(nc1SCc1ccccc1)CCCC2=O	-2	15	0	-1	-0.4	-1	-1	0	-4	-1
Nc1c(Cl)cc(Cl)cc1C(=O)OCC(=O)N1CCOCC1	-4	-10	2	1	11	3	0	9	-2	0
COc1cccc(N(C(=O)c2snc(C(N)=O)c2N)C(C(=O)NCC2CCCO2)c2ccc(C)o2)c1 (configuration not stated)	-18	-7	2	-1	0.4	-5	0	-1	-6	9
COc1ccc(NC(=O)CSc2nnc(-c3cc(C)[nH]n3)n2N)cc1	-2	3	-2	5	0.4	3	1	-2	-3	2
COc1ccc(C2CC(c3ccccc3)=NN2C(=O)COC(=O)c2cnc(Cl)c(Cl)c2)cc1 (configuration not stated)	5	-2	2	4	0.6	10	0	-3	-3	0
CCc1nc(SCC(=O)Nc2ccc(Br)cn2)n[nH]1	4	5	-3	0	0.3	0	-1	6	3	4
CCOC(=O)c1c(N)sc(C(N)=O)c1C	2	7	-1	1	0.0	4	-2	-2	6	-2
O=C(CSc1nc2cc(Cl)ccc2o1)c1cccs1	3	-1	-1	-6	0.0	5	-2	5	3	-1
COC(=O)c1ccc(Oc2nc(SC)nc(N(C)C)n2)cc1	9	-6	-3	-5	-0.2	-2	0	-10	-11	-2
CC(C)C[C@H](NC(=O)N1CCn2c1nc1ccccc12)C(=O)NC1CCCCC1	8	-6	2	0	-0.4	-4	0	-5	2	8
O=C(CC(c1ccccc1)c1ccccc1)Nc1nn[nH]n1	-6	3	-3	4	-0.4	-4	-2	10	4	0
COc1cc(NC(=O)C2CCCN2C(=O)OCc2ccccc2)cc(OC)c1 (configuration not stated)	9	-5	-1	-4	0.3	6	-2	3	-2	0
O=C(Nc1nnc(S(=O)(=O)N2CCCCCC2)s1)c1ccccc1Br	4	-8	1	2	-0.5	-3	-4	2	2	0
COCCNc1nc(NCCOc2ccccc2)c2sc(-c3ccccc3)cc2n1	8	22*	1	-1	-3.4	-1	0	-7	-4	-1
CC(=O)C1=C(O)C(=O)N(c2ccc(O)cc2)C1c1ccc(Cl)cc1 (configuration not stated)	-7	3	-1	-6	1.1	12	-6	-1	5	3
CCOc1ccc(-n2ccc(=O)c(C(=O)Nc3ccc(S(=O)(=O)N4CCOCC4)cc3)n2)cc1	5	-4	1	-1	-2.2	3	0	8	3	0
COc1cccc(CN(C)C(=O)Cc2c[nH]c3ccccc23)c1OC	-6	2	1	-1	0.2	5	-2	6	7	2
COC(=O)[C@]1(CNC(=O)C(F)(F)F)CC(=O)N(C)[C@@H]1c1ccccc1	-10	5	6	5	0.2	.	10	8	-1	2
CCOC(=O)c1c(C)nc(C)c(C(=O)OCC)c1-c1cccc([N+](=O)[O-])c1	1	-5	-2	-2	0.1	1	0	-1	3	-2
Cc1ccc(Cl)cc1N1CCN(C(=O)c2ccc(NS(=O)(=O)c3c(C)noc3C)cc2)CC1	4	1	-2	0	1.1	8	-2	-7	-1	1
Cc1ccccc1S(=O)(=O)NC(=O)C1(C)CCN1C(=O)Cc1ccc(Cl)cc1Cl (configuration not stated)	3	-2	3	7	0.0	-3	8	-4	3	7
COc1ccc(C(=O)Nc2c(O)ccc3ccccc23)cc1	24	10	1	-4	0.3	-2	20	9	3	1
Cn1c(SCC(=O)Nc2ccccc2F)nnc1-c1cccs1	-11	9	-1	5	-0.2	1	2	4	0	6
CCN(c1ccccc1)S(=O)(=O)c1ccc(Cl)c(NC(=O)c2ccc(=O)[nH]n2)c1	9	-4	6	-4	0.2	4	0	3	-10	-9
OC1CCC(Nc2ncnc3sccc23)CC1 (configuration not stated)	9	0	-1	-4	-0.9	-2	-1	2	-1	3
Cc1onc(C(=O)N2CCN(c3ccccc3F)CC2)c1-c1ccccc1Cl	3	0	0	4	0.2	1	-2	4	1	0
COc1ccc2nc(NC(=O)C3CCN(S(=O)(=O)c4cccc5nsnc45)CC3)sc2c1	-23	-30	0	4	-2.1	-7	1	-2	-16	5
CCCCNC(=O)C1C(c2ccc(OC)cc2)=Nc2ccccc2N1C(=O)Cc1cc(OC)cc(OC)c1 (configuration not stated)	9	2	-1	6	1.6	-11	-2	-7	-8	1
CC(Sc1ccccc1)C(=O)NN=C1CCCC1 (configuration not stated)	-15	-2	-3	-4	-1.0	5	-1	-1	5	3
O=C(Oc1cccc([N+](=O)[O-])c1)C1CCN(C(=O)c2ccc(F)cc2)CC1	8	0	2	-4	0.5	-2	-5	-4	-8	-1
CC(c1ccccc1)N1CCn2c(nc3cc(NS(C)(=O)=O)ccc32)C1 (configuration not stated)	4	0	3	0	-7.5	8	-1	1	1	2
Cc1cc(-c2n[nH]c(=S)n2N=Cc2cc(Br)ccc2F)n[nH]1	-12	5	3	2	-0.1	.	1	-6	4	7
CCCC(c1nnnn1Cc1ccccc1)N1CCN(c2ccccc2OC)CC1 (configuration not stated)	-8	3	-3	-1	-0.5	-1	1	-3	-1	2
COc1cc(C(=O)OCC(=O)Nc2cc(S(=O)(=O)N3CCOCC3)ccc2C)ccc1OCC(C)C	0	-11	-1	-7	-0.1	6	0	0	7	0
COc1cc(NC(=O)COC(=O)CO/N=C(\C)c2ccc3c(c2)OCO3)cc(OC)c1	5	7	-3	-3	0.2	2	-3	3	8	0
Nc1cc(=O)[nH]c(=O)n1Cc1ccccc1	0	-2	-1	2	0.1	4	1	-4	0	0
Cc1ccccc1NC(NC(=O)c1cccnc1)C(Cl)(Cl)Cl (configuration not stated)	-1	5	4	0	-0.2	4	-2	-5	3	0
CNC[C@H](NC[C@@H](NCCCc1ccccc1)c1ccccc1)[C@H](C)O	0	2	4	4	0.1	5	7	-5	1	-2
Cc1ccc(S(=O)(=O)NNC(=O)CCC(=O)Nc2ccccc2Cl)cc1	-4	-3	1	-4	0.9	10	-2	8	0	-3
C[N+](C)(C)CC=O	4	-6	0	2	0.0	2	0	4	-2	4
O=C(N/N=C/c1ccc([N+](=O)[O-])o1)c1cc(-c2ccc(-c3ccccc3)cc2)nc2ccccc12	5	-6	-2	0	-1.8	1	1	-1	3	2
Cc1ccc(/C=N/Nc2nc3ccccc3s2)o1	-7	8	3	1	-1.8	-1	7	-6	-10	0
Cc1ccccc1NC(=O)Cc1nc(COC(=O)/C=C/c2ccc(F)cc2)cs1	2	-5	5	0	0.6	3	-2	-5	2	2
O=[N+]([O-])c1cccc(/C=N/NC2=NS(=O)(=O)c3ccccc32)c1	5	10	2	-2	0.1	3	1	-5	1	-2

Structures listed so far that bear a hit mark in SIAE primary:
SMILES	TDP2 absorb	SIAE primary	LEDGF integ inh	MBD2 inh	proKLK7 act	TCR-CD3 inh	UHRF1 MBD2 ctr	Tn7 DDE FP	Tn6 DDE FP	PRMT1 FP inh
COCCNc1nc(NCCOc2ccccc2)c2sc(-c3ccccc3)cc2n1	8	22*	1	-1	-3.4	-1	0	-7	-4	-1

New compounds follow:
SMILES	TDP2 absorb	SIAE primary	LEDGF integ inh	MBD2 inh	proKLK7 act	TCR-CD3 inh	UHRF1 MBD2 ctr	Tn7 DDE FP	Tn6 DDE FP	PRMT1 FP inh
O=C(OCC(=O)c1ccccc1)C1=NN(c2ccccc2)C(=O)CC1	-9	5	-4	-1	0.1	-5	1	0	7	1
Cn1ccnc1SCC(=O)Nc1cccc(S(=O)(=O)N2CCCCC2)c1	6	8	-1	-5	0.4	-2	0	4	0	2
CCN(Cc1ccccc1)C(=O)c1cc(S(=O)(=O)N2CCOCC2)cn1C	3	-11	-1	6	-0.1	0	1	0	1	-1
O=c1[nH]c(=S)[nH]c2c1C(c1ccc(F)cc1)OC(CCOCc1ccccc1)C2 (configuration not stated)	5	4	-3	1	-0.2	4	-3	5	9	-1
COc1ccc(NC(=O)C2CCCN(c3nccc(C)n3)C2)cc1 (configuration not stated)	1	-3	-1	-2	-0.7	-1	-2	6	10	-3
Cc1ccc(C(C)C)c(OCc2ccc(C(=O)N/N=C/c3ccc(O)c(O)c3)cc2)c1	0	26*	-7	2	-1.5	-1	3	2	3	3
Cc1cc2ncn(C3CC(=O)N(Cc4ccccc4)C3=O)c2cc1C (configuration not stated)	6	-8	-1	8	0.9	0	0	0	2	3
CC(=O)O[C@@H]1CCC[C@@]2(C(=O)Nc3ccccc32)[C@H]1NC(=O)C(C)C	-3	10	-2	-3	1.1	.	0	2	-1	-2
S=c1nc(-c2csc3c2CCCC3)[nH][nH]1	-9	-5	-5	4	-0.2	3	3	2	6	22*
Cc1nc(C(=O)Nc2cc(F)cc(Cl)c2)sc1C1(C)CC(c2ccccc2)=NO1 (configuration not stated)	8	-5	-1	3	0.2	9	-3	-2	-6	-1
O=C(NCCc1ccccc1)OCc1cn(Cc2ccc(C(F)(F)F)cc2)nn1	-3	-1	1	1	0.9	.	5	4	4	2
CCOC(=O)C1=CCC(c2ccccc2)N(S(=O)(=O)c2ccccc2)C1 (configuration not stated)	-15	-5	8	-4	0.7	-10	0	0	-4	-4
COc1cc(C2N(c3cccc(Cl)c3)C(=O)C3CCCN32)cc(OC)c1OC (configuration not stated)	1	3	-1	3	0.1	10	-3	3	2	0
CCCCN(C(=O)CSCc1ccc(C)cc1)c1c(N)n(CCC)c(=O)[nH]c1=O	-5	3	-2	-1	0.1	-11	4	-4	4	1
CCN(CC)S(=O)(=O)c1cc(C(=O)OC(C)C(=O)NCc2ccco2)ccc1C (configuration not stated)	9	3	-3	-1	0.2	-7	0	-9	-4	2

In another format: entries from further up
TDP2 absorb,SIAE primary,LEDGF integ inh,MBD2 inh,proKLK7 act,TCR-CD3 inh,UHRF1 MBD2 ctr,Tn7 DDE FP,Tn6 DDE FP,PRMT1 FP inh,mol
2,-5,5,0,0.6,3,-2,-5,2,2,Cc1ccccc1NC(=O)Cc1nc(COC(=O)/C=C/c2ccc(F)cc2)cs1
5,4,-3,1,-0.2,4,-3,5,9,-1,O=c1[nH]c(=S)[nH]c2c1C(c1ccc(F)cc1)OC(CCOCc1ccccc1)C2 (configuration not stated)

Screening data: PubChem BioAssay, The Scripps Research Institute Molecular Screening Center
